# Screening data: PubChem, several laboratories
# TNF necrop inh = blocks TNF-alpha induced death of Jurkat FADD-/- cells. Jurkat FADD-/- TNF necroptosis rescue, ATP luminescence, 24 h; 0 = TNF only, 100 = no-TNF cells. activation (protection from cell death), % at 10 µM. 220,000 tested, 0.068% active. AID 463075;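 active = activation, meaning protection from cell death, of at least 50% relative to plate controls; inactive = activation below 50%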;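 also: necroptosis triggered by 40 ng/mL TNF-alpha added together with compound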
# PPC-1+TRAIL kill = kills PPC-1 cancer cells in the presence of TRAIL; 220,000 tested, 0.41% active; AID 1443; cell killing (% activity), % at 4 µM; PPC-1 cells + TRAIL, ATPLite viability luminescence;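 active = cell killing above 50% in the first pass at 4 µM, then a duplicate retest at 5 µM averaging 50% or more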;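 also: plate controls were cells with TRAIL plus DMSO for no effect and medium-only wells lacking cells for full effect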
# EP2 antag = blocks the human prostaglandin E2 receptor EP2; P43116; C6 glioma cells expressing human EP2, cAMP TR-FRET; cells stimulated with saturating PGE2; inhibition, % at 25 µM; 260,000 tested, 0.52% active; AID 1422;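 active = percent inhibition above 40 after rounding to a whole number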;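 also: rat C6 glioma host cells with rolipram phosphodiesterase inhibitor present; the protocol text gives 20 µM as final concentration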
# Target sequence (P43116 whole entry, looked up): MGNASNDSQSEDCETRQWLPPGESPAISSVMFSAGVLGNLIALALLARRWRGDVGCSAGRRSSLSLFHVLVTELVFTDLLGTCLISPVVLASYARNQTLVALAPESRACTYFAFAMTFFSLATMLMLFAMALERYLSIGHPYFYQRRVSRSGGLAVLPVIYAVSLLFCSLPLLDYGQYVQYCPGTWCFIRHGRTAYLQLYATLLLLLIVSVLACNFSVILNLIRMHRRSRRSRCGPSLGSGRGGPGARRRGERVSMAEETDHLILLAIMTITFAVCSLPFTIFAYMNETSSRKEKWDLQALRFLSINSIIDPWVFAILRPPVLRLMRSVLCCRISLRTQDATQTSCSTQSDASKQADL
# FXIIa inh = blocks human coagulation factor XIIa protease activity; AID 800; inhibition, % at 5 µM; 220,000 tested, 0.3% active; purified FXIIa, Boc-QGR-AMC fluorogenic substrate, 2 h; in the data active = inhibition above about 40%;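 also: 0% = enzyme with no compound and 100% = blank without enzyme; many of its hits are not listed in these tables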
# Target sequence (P00748 20-372 limits assumed): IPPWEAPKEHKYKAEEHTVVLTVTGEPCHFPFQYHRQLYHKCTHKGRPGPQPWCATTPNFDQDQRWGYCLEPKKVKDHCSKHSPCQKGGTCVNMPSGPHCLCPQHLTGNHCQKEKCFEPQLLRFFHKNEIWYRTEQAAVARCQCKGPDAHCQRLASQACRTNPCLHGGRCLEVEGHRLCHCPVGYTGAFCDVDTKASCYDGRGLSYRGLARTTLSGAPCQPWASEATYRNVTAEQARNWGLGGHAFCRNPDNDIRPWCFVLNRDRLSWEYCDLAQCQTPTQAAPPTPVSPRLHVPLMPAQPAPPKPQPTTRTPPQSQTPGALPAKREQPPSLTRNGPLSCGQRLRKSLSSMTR
# Target sequence (P00748 373-615 limits assumed): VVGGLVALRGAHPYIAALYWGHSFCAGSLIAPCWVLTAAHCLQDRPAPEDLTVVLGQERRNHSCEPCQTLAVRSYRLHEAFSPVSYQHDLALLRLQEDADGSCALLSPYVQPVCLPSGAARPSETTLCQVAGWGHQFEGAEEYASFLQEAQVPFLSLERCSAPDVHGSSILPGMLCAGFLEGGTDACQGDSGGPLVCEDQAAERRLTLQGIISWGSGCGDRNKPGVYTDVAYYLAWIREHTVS
# FXIa inh 1536 = blocks human coagulation factor XIa protease activity | P03951 | purified FXIa, Boc-Glu-Ala-Arg-AMC fluorogenic substrate | inhibition, % at 5 µM | 220,000 tested, 0.14% active | AID 798;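 active = inhibition of at least 40%; inactive = inhibition below 40%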;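 also: fluorescence of freed AMC excited at 355 nm; 0% = enzyme without compound and 100% = no enzyme blank; many of its hits are not listed in these tables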
# L929 necroptosis = blocks zVAD induced death of L929 cells; viability rescue, % at 10 µM; AID 1377; 220,000 tested, 0.38% active; L929 zVAD necroptosis rescue, ATP luminescence, 24 h; with zVAD 60 µM;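 active = activation, scaled between plate controls, above about 75%, limit read from the data; inactive = activation under that limit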;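 also: 0% = zVAD with DMSO and 100% = DMSO alone without zVAD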
# Tb hexokinase = blocks Trypanosoma brucei hexokinase 1 activity | recombinant TbHK1, G6PDH-coupled NADH A340 | inhibition, % at 10 µM | AID 1430 | 220,000 tested, 0.11% active;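 active = inhibition of 50% or more in the single-dose primary screen; inactive = inhibition below 50%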
# CHOP inhibitor = blocks CHOP induction under ER stress. 220,000 tested, 3.8% active. inhibition, % at 10 µM. CHO-K1 CHOP-promoter luciferase, tunicamycin-induced, 15-18 h;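 active = compounds that reduced the stress-induced luciferase reporter signal by more than about 70% of percent inhibition, limit read from the data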;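 also: 0% = tunicamycin plus vehicle and 100% = wells without tunicamycin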
# Wee1 degr inh = blocks degradation of human Wee1 kinase. P30291. HeLa Luc-Wee1K328M stability, luciferase luminescence; 100% = proteasome inhibitor MG132 effect. reporter increase, % at 5 µM. 220,000 tested, 1.2% active;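 active = activation above the mean of all tested compounds plus 3 SD, set per screening run, cut at about 8.8% in these data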;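 also: cells exposed to compound for 20 h before luminescence read; 0% = DMSO alone and 100% = MG132 at 30 µM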
# Active calls of the source: *; · = not tested or not shown; & = joins results of further samples; [ ] = another dose, or the depositor's remark.
molecule	TNF necrop inh	PPC-1+TRAIL kill	EP2 antag	FXIIa inh	FXIa inh 1536	L929 necroptosis	Tb hexokinase	CHOP inhibitor	Wee1 degr inh
Cc1ccc(S(=O)(=O)NC2=NCN(Cc3ccccc3)CN2)cc1	-0.2	26	8	13	-11	-0.5	6	18	0
Cc1ccc(NS(=O)(=O)c2ccc(NC(=O)CN(c3cc([N+](=O)[O-])ccc3C)S(C)(=O)=O)cc2)c(C)c1	-2.9	-6	8	12	4	·	3	44	1
Oc1cccc(C2c3[nH]c4ccccc4c3CCN2Cc2ccc3c(c2)CCO3)c1 (stereo not given)	7.0	5	16	3	-6	9.3	0	106*	6
Cc1ccc(S(=O)(=O)Nc2ccc(S(=O)(=O)Nc3cc(C)nc(C)n3)cc2)cc1	2.2	15	7	8	1	1.9	4	-7	-2
COC(=O)c1ccccc1NC(=O)CSCC(=O)Nc1ccccc1OC	-4.1	6	4	6	-12	-0.3	-10	19	1
COc1cc(-c2n[nH]c(=S)n2/N=C/c2cccn2C)cc(OC)c1OC	-0.9	18	11	4	-3	-0.6	-37	-38	7
OCCC1CN(Cc2cn[nH]c2C2CCCCC2)CCN1C1CCCCC1 (stereo not given)	-0.3	·	5	6	5	-0.6	8	-8	-1
O=C(CCC(=O)OCC(=O)c1ccccc1)Nc1cccc2cccnc12	-0.5	24	6	18	18	-0.1	4	-10	2
COc1ccc(N(Cc2ccccc2)C(=O)CSc2nnc(Cn3nnc4ccccc43)o2)cc1	-2.1	18	11	12	3	-1.1	31	17	1
CCn1c(C(=O)O)c(CC(=O)Nc2ccccc2F)c2ccccc21	0.8	5	7	6	-1	3.7	-4	11	-2
COc1ccc(OCC(O)Cn2cnc(-c3ccc(Br)cc3)c2)cc1 (stereo not given)	-0.8	5	9	9	2	0.5	4	22	-1
Cc1ccccc1OC(=O)CCC(=O)OCCCC(F)(F)C(F)(F)F	-3.1	-11	11	16	-1	-0.3	3	44	0
CCn1c(SCC(=O)N/N=C(\C)c2ccco2)nnc1-c1ccccc1	0.2	8	4	8	-1	-0.1	0	-3	0
CCCn1nnc2sc3c(c2c1=O)CCC(C)C3 (stereo not given)	1.8	14	14	6	-4	0.5	-11	42	0
Cc1c(C)c(C)c(CN2CCSCC2)c(C)c1C	1.1	18	15	-2	-5	0.0	-6	2	6
Cc1c(Cl)ccc2c(C(=O)O)cc(-c3ccccc3)nc12	1.4	16[5 µM]	9	2	-1	0.2	-8	11	0
CN1C[C@@H]2C(c3ccccc3)C3(c4cccnc4)CC2(C3)[C@H]1c1ccccc1 (stereo not given in full)	-0.7	30	22	5	-1	-1.5	1	6	·
CCOc1ccc(-n2c(-c3ccc(Cl)cc3)c[n+]3c2SCC3)cc1	-1.9	10	6	4	13	0.6	10	-10	1
O=C(C1CCC(CNc2c(N3CCCCC3)c(=O)c2=O)CC1)N1CCN(C2CCCCC2)CC1 (stereo not given)	3.8	11	4	13	1	1.2	-9	14	1
CC(C)Cn1c(-c2ccc(F)cc2)n[nH]c1=S	-0.4	19	-5	-21	-8	0.7	-3	36	1
CCOC(=O)c1noc(C)c1C(=O)Nc1nccs1	0.5	-5	1	8	-1	0.1	1	6	-3
C=CCn1c(SCC2=C(C(=O)OCC)C(C)NC(=O)N2)nnc1C1CCCCC1 (stereo not given)	-0.1	46	14	10	-2	0.3	-7	13	-3
C=CCn1cc(C(=O)N2CCN(C)CC2)c(=O)c2cc(S(=O)(=O)N3CCCC3)ccc21	-0.2	18	·	12	1	0.0	-24	0	4
O=C(Cc1csc(N2CCOCC2)n1)N/N=C/c1cccc(O)c1	-1.7	16	6	7	-1	-0.3	-6	30	0
COc1ccccc1NC(=O)CSc1nc(N)cc(N)n1	0.4	18	7	3	3	-0.2	3	16	-2
CNc1nc(-c2ccccc2)nc(-c2ccccc2)c1C#N	0.4	4	6	1	-1	0.5	-12	26	1
CC(=O)SC1CC(=O)N(c2c(C)cccc2C)C1=O (stereo not given)	10	-3	6	7	1	0.7	-4	-6	-2
Cc1ccc(C)c(N2CCN(C(c3ccncc3)c3nnnn3Cc3ccccc3)CC2)c1 (stereo not given)	-2.8	7	6	10	14	0.2	-1	50	0
Fc1cccc(Cl)c1CSc1nnc(CN2CCOCC2)n1-c1ccccc1	-0.1	-13	9	15	4	-0.8	2	-22	4
O=C(Nc1ncn[nH]1)c1ccc([N+](=O)[O-])cc1[N+](=O)[O-]	-0.2	20	2	8	2	-0.1	-7	-23	1
c1cn2cc(CSC3CCCCC3)nc2s1	-0.1	9	21	1	1	-0.3	-4	4	2
O=C(NCc1cccnc1)NC1(C(F)(F)F)Oc2ccc(Cl)cc2O1 (stereo not given)	-11	34	8	12	7	0.6	0	·	5
CCOC(=O)c1ccc(NC(=O)CSc2nnnn2CCCO)cc1	0.6	-2	9	17	-5	1.1	-1	28	0
O=C(NCc1ccccc1Cl)C1CCN(S(=O)(=O)N2CCCCC2)CC1	1.0	-8	3	30	15	8.1	5	3	1
COCCNC(=O)c1nc2c(nnn2Cc2cc(C)ccc2C)c(=O)[nH]1	-1.6	21	2	4	-5	0.0	2	11	-1
N/C(=N/OC(=O)c1cccc([N+](=O)[O-])c1)c1cccc([N+](=O)[O-])c1	0.6	36	5	13	-2	3.3	3	9	-2
CCn1c(SCC(=O)N/N=C(/C)c2ccncc2)nc2ccccc21	0.9	2	12	3	-3	0.5	-9	15	15*
CCOC(=O)C(=O)NN=C(c1ccccc1)c1ccccc1	0.7	-10	11	0	-4	0.0	-11	-23	9
Cc1ccc(S(N)(=O)=O)cc1NC(=O)C1CC2CCC1C2 (stereo not given)	3.2	-6	9	3	-15	0.0	-2	51	0
COc1cccc(-n2cnc3c(sc4nc(N5CCOCC5)c5c(c43)CCCC5)c2=O)c1	2.2	0	5	7	-2	2.0	-23	-9	-1

# Continued; it opens with the 2 that closed the last part.
molecule	TNF necrop inh	PPC-1+TRAIL kill	EP2 antag	FXIIa inh	FXIa inh 1536	L929 necroptosis	Tb hexokinase	CHOP inhibitor	Wee1 degr inh
Cc1ccc(S(N)(=O)=O)cc1NC(=O)C1CC2CCC1C2 (stereo not given)	3.2	-6	9	3	-15	0.0	-2	51	0
COc1cccc(-n2cnc3c(sc4nc(N5CCOCC5)c5c(c43)CCCC5)c2=O)c1	2.2	0	5	7	-2	2.0	-23	-9	-1
CC1(C)Cc2nc3n[nH]c(N)c3cc2CO1	-0.1	6	8	-3	-6	0.9	-8	-10	1
O=C(C1CCCN(Cc2nc(-c3cccs3)no2)C1)N1CCOCC1 (stereo not given)	-1.1	14	7	11	-2	2.0	0	-8	-4
O=Cc1c(SCCO)nc2ccccn2c1=O	0.1	0	7	8	14	0.9	-28	11	3
CCCCCCCCCC(=O)NNC(=O)c1c(O)c2ccccc2n(CCC)c1=O	1.1	-4	11	3	-3	0.8	4	36	3
Cc1ccccc1OCC(=O)NCC1CCCO1 (stereo not given)	-1.3	-19	9	-1	0	-0.2	-2	4	-2
CCN(CC)c1ccc(O)c(C=Nc2ccc(C)c(C)c2)c1	-1.3	14	3	4	0	0.8	-24	-14	0
COC(=O)c1ccc(Cn2cnc3c(cnn3-c3ccc(C)c(C)c3)c2=O)o1	-1.3	-18	4	10	3	-0.9	-1	25	3
CN1CCN(S(=O)(=O)c2cccc(S(=O)(=O)c3cccc(S(=O)(=O)N4CCN(C)CC4)c3)c2)CC1	1.0	-12	7	-11	4	-0.5	-3	-7	-1
COC(=O)c1sc(N)c(C(=O)OC)c1COC(=O)CNS(=O)(=O)c1ccc(C)c(C)c1	1.8	15	6	14	2	0.4	25	11	-3
Cc1ccc(-n2c(-c3ccco3)nc3nc4ccccc4nc32)cc1	1.1	22	4	4	2	·	-4	5	0
O=C(c1ccco1)N1CCN(Cc2cccc([N+](=O)[O-])c2)CC1	2.3	6	3	3	-8	1.5	0	5	0
CCOC(=O)c1c(C)[nH]c(C(=O)CSc2nnnn2-c2ccccc2)c1C	1.6	10	7	-1	2	1.8	-9	40	7
O=S(=O)(c1cccc2nsnc12)N1CCOCC1	1.1	-1	10	13	-2	0.9	31	23	0
CCN(Cc1cc2cc(OC)ccc2[nH]c1=O)C(=O)c1ccncc1	-1.6	16	7	9	-10	0.2	-11	-32	-1
Cc1ccc(NC(=O)COc2ccccc2[N+](=O)[O-])nc1	0.8	32	5	6	3	-0.1	-4	-6	4
Brc1ccc2ncnc(NCc3ccco3)c2c1	-6.2	-8	9	19	12	0.5	-12	56	-3
Cc1cccc(NC(=S)NCc2ccc(F)cc2)c1	-11	18	12	9	8	-0.5	5	3	-2
CCN1CCN(Cc2ccc(NC(=O)c3cc(NC(=O)c4nccnc4N)cc(OC)c3)cc2C(F)(F)F)CC1	-26	30	12	5	1	74	3	21	·
O=C1CC(Nc2ccc(N3CCOCC3)cc2)C(=O)N1CCc1ccccc1 (stereo not given)	0.0	25	15	9	-3	-0.1	-8	1	0
Cc1ccc(NC(=O)C(=O)NCc2ccc(/C=N/NC(=O)c3c(C)nc4ccccn34)o2)cc1	-1.4	24	9	4	6	0.6	-1	13	2
O=C(CC(=O)c1ccccc1)Nc1cccnc1	1.2	0	3	23	21	0.7	3	5	2
O=C(O)CCC(=O)N1CCc2cc(S(=O)(=O)NC3CCCC3)ccc21	0.0	17	8	13	-1	0.0	2	6	-3
CCC(C)NS(=O)(=O)c1ccc(OCC(=O)N2CCCCC2)cc1 (stereo not given)	-0.8	18	5&14	14	6	-0.6	5	-4	2
COc1cc(NS(=O)(=O)c2ccc(N/C=C\C(=O)c3ccc(F)cc3)cc2)nc(OC)n1	1.8	13	5	16	8	1.2	0	23	3
CSc1nc2nc3c(cc2c(=O)n1-c1ccc(C)cc1)COC(C)(C)C3	2.2	2	5	7	0	0.0	-13	1	-3
O=C(COc1ncnc2ccccc12)NCCC1=CCCCC1	1.6	-11	13	6	-8	1.3	1	-1	0
CCCNC(=S)NC1CC2CCC(C1)N2Cc1ccccc1 (stereo not given)	-2.3	-5	7&1	15	6	0.1	-1	18	3
CCOc1ccc(C(=O)NC(=S)Nc2ccccc2OC)cc1[N+](=O)[O-]	1.6	31	6	6	2	0.7	-3	15	-3
O=C(COC(=O)C1CCN(S(=O)(=O)c2cccs2)CC1)c1ccccc1	-0.1	10	5	12	1	1.5	5	-11	-1
Cc1cc(NCc2ccco2)n2ncnc2n1	0.3	-6	9	9	2	-0.1	34	12	2
CCn1c(CN2CCN(C(=O)c3ccco3)CC2)nc2c1c(=O)n(C)c(=O)n2C	0.6	30	5	5	-9	-0.5	-4	-11	-2
COc1ccc(CCNC(=O)c2ccc(-c3ccc([N+](=O)[O-])cc3)o2)cc1OC	1.6	14	8	2	3	0.5	-15	22	1
c1cc(C(c2nnnn2C2CCCCC2)N2CCN3CCCC3C2)ccn1 (stereo not given)	-0.1	12	14	14	5	0.0	-6	13	3
Cc1cc(OCC(=O)N2CCOCC2)ccc1[N+](=O)[O-]	4.2	4	4	6	1	0.0	-17	-15	4
CCOC(=O)c1c(NC(=O)CSc2nc3cccnc3n2C)sc(C(C)=O)c1C	0.7	14	20	19	5	-0.1	-9	55	-1
CC(=O)NC(C)c1nc2ccccc2n1CC(=O)NC(C)CCc1ccccc1 (stereo not given)	1.2	12	7	·	-1	1.6	-2	31	-3

# An excerpt. The share of hits here may be higher or lower than overall.
